mHTT-CaM PPI inh: mHTT-calmodulin interaction abrogation; AID 1671202; inhibition, % at 15 µM; 190,000 tested, 3.6% active; P42858; AlphaScreen His-mHTT/GST-CaM binding, luminescence;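 further: 0% = both proteins with DMSO and 100% = one protein alone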
Pf apPOL block: Pf-apPOL DNA polymerase inhibition; inhibition, % at 10 µM; 210,000 tested, 0.25% active; Recombinant Pf-apPOL, molecular beacon fluorescence, 1.5 h
The depositor's hits bear a star; i = inactive; . = no result given; & = joins results of further samples. No stated cut-off is given here; in the data, active means inhibition above about 50%; inactive means the rest.

SMILES	mHTT-CaM PPI inh	Pf apPOL block
OC12CCCCC1C1(O)CCCCC1C1(CCCCC1)O2 (stereo not given)	0.0	0.8
COc1ccc(C(=O)NCCC(=O)O)cc1	0.6	2.6
CS(=O)(=O)N(CC(=O)Nc1ccccc1C(=O)N1CCCC1)c1cccc([N+](=O)[O-])c1	4.6	-2.7
NC(=O)C1CN(S(=O)(=O)c2cccs2)CC12CCCCC2 (stereo not given)	-4.1	1.3
COCCN1C(=O)c2ccccc2C(C(=O)Nc2ccccc2OC)C1c1ccc(F)cc1 (stereo not given)	2.0	-4.0
NC(=O)CSc1nnc(CCc2nc3ccccc3s2)o1	-10.3	-12.7
COc1ccc(C(c2ccc(OC)cc2)c2ccccc2C(=O)O)cc1	9.3	-4.2
CCOc1ccc(N2C=NS(=O)(=O)c3cccnc32)cc1	-6.4	-0.7
O=C(CCc1ccccc1)NC1CC(O)C(CO)C1 (stereo not given)	-3.5	-6.6
O=C(CN1CCC(c2nc(-c3cccc(F)c3)no2)CC1)NCc1ccc(F)cc1	12.5	-4.0
COc1ccc(S(=O)(=O)N2CCc3ccccc32)cc1OC	-7.0	-3.2
C=CCC1(Nc2ccc3ccccc3c2)CCCCC1	.	7.7
COc1cc(NC(=O)c2ccc(-c3ccccc3)cc2)c(OC)cc1Cl	4.0	-6.3
CN1C(=O)C2(CCN(S(=O)(=O)c3ccc(Br)cc3)C2)c2ccccc21 (stereo not given)	9.6	-3.8
O=C(c1ccc(Cl)cc1)N1CCCC2(CC(c3ccccc3)=CO2)C1 (stereo not given)	90.9*	-8.5
O=S1(=O)CC(O)C(Nc2ccccc2Cl)C1 (stereo not given)	0.0	-10.3
CCN(CC)CCNC(=O)CC1CCN(S(=O)(=O)c2cccs2)CC1	-6.3	1.7
CCOCCCNc1nc(-c2ccc(Cl)cc2)nc2ccccc12	-32.0	4.3
CCC(=O)Nc1nc(C)c(-c2csc(Nc3cccc(C(C)=O)c3)n2)s1	9.8	-4.7
COc1ccc(C(C)=O)cc1CSc1nc(NCC2CCCO2)c2ccccc2n1 (stereo not given)	24.0	-5.0
COc1ccc(C(=O)N2CCCC(OCc3nc(C4CC4)no3)C2)cn1 (stereo not given)	-2.2	-1.5
COc1ccc2c(c1)OC(=Cc1ccco1)C2=O	16.3	-0.4
Cc1ccc(C)c(NC(=O)N2CCc3cn(C)c4cccc(c34)C2)c1	21.6	-1.0
Cc1ccc(NC(=O)Nc2ccc3c(c2)N(S(C)(=O)=O)CC3)cc1Cl	-0.4	-1.8
CCOc1ccc(N=Cc2cc(C)cc(I)c2O)cc1	7.0	42.3
O=C(Nc1ccc2c(c1)OCCO2)C1CCc2sc(C(=O)N3CCCC3)cc2C1 (stereo not given)	12.3	-2.1
C=C1OC(=O)OC1(C)CCC1=C(C)CCCC1(C)C (stereo not given)	-14.0	0.3
CCN(CCN(C)C)Cc1cccc(Cl)c1	-0.6	5.6
O=C(c1csc2c1CCCC2)N1CCCCC1	-0.6	-6.0
C=C(C)Cn1c(C(=O)N2CCN(C(=O)OCC)CC2)cc2ccsc21	3.8	4.3
COc1ccc(/C=C2/SC(N3CCN(CCO)CC3)=NC2=O)cc1OC	3.0	-8.2
CCSc1oc(-c2ccc(F)cc2)nc1S(=O)(=O)c1ccccc1	-5.0	-8.5
CCn1c(C2CCN(S(=O)(=O)c3ccc4c(c3)CCCC4)C2)nc2ccncc21 (stereo not given)	92.6*	10.8
CCC(=O)N1CCc2cc(Br)cc(S(=O)(=O)NCCc3ccccc3)c21	-1.0	-3.4
O=C(c1cccnc1)N(c1ccccc1)c1ccccc1	-1.1	-3.2
Cc1cc2c(cc(C(=O)NCc3ccccn3)n2CC(C)C)s1	69.5*	-12.9
COc1ccc(-c2nnc(N3CCC(C(=O)N4CCN(C(C)C)CC4)CC3)o2)cc1	5.0	-1.5
CN(Cc1ccccc1)c1nc2c(c(=O)n(C)c(=O)n2C)n1CCSc1ncccn1	3.0	7.0
Cc1cccc(C(=O)N2CCCCC2CCN2CCOCC2)c1 (stereo not given)	9.0	-4.0
CCOc1ccc(CCN2C(=O)CCC2(C)C(=O)NCCCOC)cc1 (stereo not given)	-3.9	-0.8
COc1ncc(C(=O)Nc2ccc(F)c(F)c2)c(C)n1	-1.1	-8.5
COc1cccc(N2CCN(C(=O)c3ccccc3OC)C(C)C2=O)c1 (stereo not given)	6.6	-3.8
Cc1ccc(C)c(N(C)S(=O)(=O)c2ccc3[nH]cc(C(=O)NC4CCCC4)c(=O)c3c2)c1	28.0	-5.4
Cc1ccc(C)c(C(=O)N2CCC(COc3ccc(C(=O)NC(C)C)cc3)CC2)c1	0.2	-4.3
O=C(NC1CCCC1)c1ccc(CS(=O)(=O)Cc2ccc(Cl)cc2)o1	11.0	-17.2

An excerpt of these results, as a markdown table:
| molecule | mHTT-CaM PPI inh | Pf apPOL block |
| --- | --- | --- |
| OC12CCCCC1C1(O)CCCCC1C1(CCCCC1)O2 (stereo not given) | 0.0 | 0.8 |
| COc1ccc(C(=O)NCCC(=O)O)cc1 | 0.6 | 2.6 |
| CS(=O)(=O)N(CC(=O)Nc1ccccc1C(=O)N1CCCC1)c1cccc([N+](=O)[O-])c1 | 4.6 | -2.7 |
| NC(=O)C1CN(S(=O)(=O)c2cccs2)CC12CCCCC2 (stereo not given) | -4.1 | 1.3 |
| COCCN1C(=O)c2ccccc2C(C(=O)Nc2ccccc2OC)C1c1ccc(F)cc1 (stereo not given) | 2.0 | -4.0 |
| NC(=O)CSc1nnc(CCc2nc3ccccc3s2)o1 | -10.3 | -12.7 |
| COc1ccc(C(c2ccc(OC)cc2)c2ccccc2C(=O)O)cc1 | 9.3 | -4.2 |
| CCOc1ccc(N2C=NS(=O)(=O)c3cccnc32)cc1 | -6.4 | -0.7 |
| O=C(CCc1ccccc1)NC1CC(O)C(CO)C1 (stereo not given) | -3.5 | -6.6 |
| O=C(CN1CCC(c2nc(-c3cccc(F)c3)no2)CC1)NCc1ccc(F)cc1 | 12.5 | -4.0 |
| COc1ccc(S(=O)(=O)N2CCc3ccccc32)cc1OC | -7.0 | -3.2 |
| C=CCC1(Nc2ccc3ccccc3c2)CCCCC1 | . | 7.7 |
| COc1cc(NC(=O)c2ccc(-c3ccccc3)cc2)c(OC)cc1Cl | 4.0 | -6.3 |
| CN1C(=O)C2(CCN(S(=O)(=O)c3ccc(Br)cc3)C2)c2ccccc21 (stereo not given) | 9.6 | -3.8 |
| O=C(c1ccc(Cl)cc1)N1CCCC2(CC(c3ccccc3)=CO2)C1 (stereo not given) | 90.9* | -8.5 |
| O=S1(=O)CC(O)C(Nc2ccccc2Cl)C1 (stereo not given) | 0.0 | -10.3 |
| CCN(CC)CCNC(=O)CC1CCN(S(=O)(=O)c2cccs2)CC1 | -6.3 | 1.7 |
| CCOCCCNc1nc(-c2ccc(Cl)cc2)nc2ccccc12 | -32.0 | 4.3 |
| CCC(=O)Nc1nc(C)c(-c2csc(Nc3cccc(C(C)=O)c3)n2)s1 | 9.8 | -4.7 |
| COc1ccc(C(C)=O)cc1CSc1nc(NCC2CCCO2)c2ccccc2n1 (stereo not given) | 24.0 | -5.0 |

Next structures follow.
SMILES	mHTT-CaM PPI inh	Pf apPOL block
O=C(c1ccc(Cl)cc1[N+](=O)[O-])n1nnc2ccccc21	-5.0	-1.8
Cc1cccc(NC(=O)N2CCc3c(c(COCc4ccc(Cl)cc4)nn3C)C2)c1	46.1	-3.3
Cc1ccnc(NC(=O)c2c(O)c3cccc4c3n(c2=O)CCC4)c1	4.0	-3.2
COc1ccc(C2=NN(C(=O)CN3CCCCC3)C(c3ccc(C)cc3C)C2)cc1 (stereo not given)	100.1*	-6.7
Cc1ccc(-c2cccc(C3CC=CC4C3C(=O)N(Cc3ccccc3)C4c3ccc4ccccc4c3)c2)cc1 (stereo not given)	5.2	-0.7
Cc1ccc(NC(=O)C2CCN(c3ccncc3)CC2)cc1Cl	-16.9	-5.4
CCOC(=O)N1CCN(Cc2cc(C)ccc2C)CC1	-15.0	-1.2
COc1cccc(-c2nc(C=Nc3cc(Cl)ccc3C)c(O)o2)c1	5.0	-3.1
CCOc1ccc(N2C(=O)CC(Sc3nc4c(cc3C#N)CCC4)C2=O)cc1 (stereo not given)	35.0	-0.8
CCCCC(=O)NC(c1ccccc1OC)c1cc(Cl)c2cccnc2c1O (stereo not given)	7.0	-10.7
O=Cc1csc2ccc(Cl)nc12	-2.0	.
COc1cc(OC)cc(C(=O)N2CCC3(C2)C(=O)Nc2ccccc23)c1 (stereo not given)	15.9	-1.1
CC(=O)N1CCc2ccc(NS(=O)(=O)CCN3C(=O)CCCC3=O)cc21	-9.2	-10.9
CN1CCCN(Cc2ccc(-c3ccccc3[N+](=O)[O-])o2)CC1	10.9	-1.7
C=CCc1cc(Cl)ccc1OCCN1CCN(C)CC1	1.9	-8.0
COc1ccc(C2CC(=O)Nc3n[nH]c(-c4ccccc4)c32)cc1 (stereo not given)	-0.8	-2.2
CCOC(=O)c1oc2ccc(S(=O)(=O)N3CCCC3c3cc(C)on3)cc2c1C (stereo not given)	-0.5	-2.2
CSc1cccc(NC(=O)Cn2c(=O)n(C3CC3)c(=O)c3nscc32)c1	-2.5	-5.8
O=C(c1cc2ccccc2o1)c1cccs1	-22.3	-21.6
O=C(Nc1ccc([N+](=O)[O-])cc1)C(=O)NC1CCCCCC1	4.4	-4.3
Cc1ccc(C(=O)N2CCC(COc3ccc(C(=O)N4CCCCC4)cc3)CC2)cc1F	-6.5	-6.1
Cc1ccc(C(=O)N2CCC(C(N)=O)CC2)cc1[N+](=O)[O-]	1.8	0.2
Cc1ccccc1-n1c(SCC(=O)c2ccc(Cl)cc2)nc2[nH]ncc2c1=O	34.0	4.8
COc1ccc(C2C=C(c3ccc(Cl)cc3)Nc3nnnn32)cc1 (stereo not given)	3.0	4.6
CCCC(=O)N1CCCC1c1nc2cc(-c3ccccc3)ccc2o1 (stereo not given)	36.7	-1.4
Cc1ccc(Oc2c([N+](=O)[O-])cc(C(F)(F)F)cc2[N+](=O)[O-])cc1	.	-3.5
COc1ccc(NC(=O)C2CCCN(c3nccc(C)n3)C2)cc1OC (stereo not given)	-1.9	0.2
COc1cc(OC)c(OC)cc1/C=C1\Cc2ccccc2C1=O	0.0	-5.4
CSc1nc2n(n1)C(c1ccccc1)C=C(C)N2 (stereo not given)	5.0	-2.2
COc1cc(NC(=O)N2CCOCC2)cc(OC)c1	2.8	-1.8
O=C(c1ccncc1)N1CCC(c2nncn2-c2ccccc2)CC1	-11.9	0.1
CN1/C(=C/C(=O)c2ccc(Cl)cc2)Sc2ccccc21	-21.0	2.6
CC(=O)N1CCN(c2ccc(Oc3ccccc3)cc2)C(=O)C1C (stereo not given)	3.9	-3.2
Cc1ccccc1C(=O)O/N=C(\N)Cc1cccs1	i	-3.8
COc1ccc(NC(=O)C[C@@H]2C(=O)N(Cc3ccccc3)CC2(C)C)cc1	-1.7	-3.5
O=C(CN1C(=O)C2C3CCC(C3)C2C1=O)NCc1ccco1 (stereo not given)	1.3	-9.3
CN1C(=O)c2ccc(NC(=O)c3cccc(N4C(=O)CCC4=O)c3)cc2C1=O	1.3	-4.2
CC1(C)COc2ccc(NC(=O)NCc3cccc4ccccc34)cc2NC1=O	-1.4	-7.6
Cc1c(C)n2c3c(cccc13)CCC2	17.2	-0.7
O=C(C1=CN(c2ccccc2F)c2cc(F)ccc2S1(=O)=O)N1CCCCC1	14.1	1.5
NC(=NC(=O)c1ccccc1)N1CCc2ccccc2C1	0.9	1.2
CN1C[C@H](C(=O)N[C@]2(C)O[C@@]3(O)[C@@H]4CCCN4C(=O)[C@H](Cc4ccccc4)N3C2=O)C[C@@H]2c3cccc4[nH]cc(c34)C[C@H]21	.	-4.3
COCC(C)(O)CNC(=O)NC1CCCCC1 (stereo not given)	1.4&-21.1	-4.4&-6.9
Cc1cc(CN2CCC(CNC(=O)C3CCN(S(C)(=O)=O)CC3)CC2)c(C)o1	-5.2	0.4
O=C(c1cc(F)c(F)cc1Cl)N1CCN(c2ccc([N+](=O)[O-])c(N3CCCC3)c2)CC1	2.4	2.1
COc1ccc(SC[C@H](C)CN2CC[C@H](C)CCC2=O)cc1	1.5	-6.7
COc1ccc(CN2CCN(C(=O)c3ccccc3F)CC2)cc1	1.9	-4.5
Cc1ccc(C)c(CN2C(=O)CSc3ccc(C(=O)N4CCC5(CC4)OCCO5)cc32)c1	7.0	-0.1
COc1cccc(C2CC(c3ccc(I)cc3)Nc3nnnn32)c1OC (stereo not given)	25.0	2.9
CCC1Oc2ccccc2N(CC(=O)NCCN2CCc3ccccc3C2)C1=O (stereo not given)	8.0	-2.5
CCN1CCN(CCNC(=O)c2cc3n(n2)CCCN(Cc2ccc(F)cc2)C3=O)CC1	-2.8	1.5

Screening results (PubChem)
